# ASM inhibitor: human S-ASM enzyme inhibition. P17405. placental ASM, HMU-PC fluorogenic substrate, 60 min. Potency, µM (titrated, usually from 57.5 µM), without a hit: top-dose activity change, negative = inhibition, hits mostly inhibitors. 340,000 compounds, 0.006% hits. AID 504937; note: potency is the fitted concentration of half-maximal effect
# Target sequence (P17405 47-631 limits assumed): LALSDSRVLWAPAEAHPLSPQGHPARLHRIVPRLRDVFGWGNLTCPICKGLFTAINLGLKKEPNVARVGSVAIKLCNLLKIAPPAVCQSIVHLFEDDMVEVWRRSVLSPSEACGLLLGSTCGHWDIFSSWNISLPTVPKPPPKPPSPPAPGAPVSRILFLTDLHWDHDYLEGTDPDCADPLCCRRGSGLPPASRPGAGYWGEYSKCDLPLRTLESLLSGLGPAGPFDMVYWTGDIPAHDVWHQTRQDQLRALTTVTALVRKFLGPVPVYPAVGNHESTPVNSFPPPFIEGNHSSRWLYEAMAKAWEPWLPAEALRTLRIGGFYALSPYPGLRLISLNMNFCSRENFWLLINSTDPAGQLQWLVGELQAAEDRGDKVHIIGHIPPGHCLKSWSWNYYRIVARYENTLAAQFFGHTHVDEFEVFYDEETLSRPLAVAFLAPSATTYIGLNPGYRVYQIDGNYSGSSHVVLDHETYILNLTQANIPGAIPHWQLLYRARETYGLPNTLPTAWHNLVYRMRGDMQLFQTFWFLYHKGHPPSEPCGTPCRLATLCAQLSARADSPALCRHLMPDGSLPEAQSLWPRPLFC
#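 Fluorescence read-out (Ex 386 nm, Em 447 nm) after stopping the reaction at pH 10. Enzyme: ASM from human placenta; substrate HMU-PC0, 9 uM final; 60 min, 37 °C. Compound preincubation 10 min, ambient temperature.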
# A-T KAP1 phos: potential ataxia-telangiectasia treatment | […] A-T fibroblasts, KAP-1 phosphorylation AlphaLISA; neocarzinostatin DNA damage 30 min before lysis | Potency, µM (highest dose often 57.5 µM), without a hit: at the highest dose activation, most hits filed as activators | 320,000 compounds, 0.19% hits; note: potency is the fitted concentration of half-maximal effect; % of control where 0% means no effect; nearly all actives have a fitted effect of over 45% in size
#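 hTERT-immortalized A-T patient fibroblasts ([…]), 500 cells/well in OPTI-MEM, 1% FBS, got compounds for 60 min, then NCS for 30 min at 37C. Lysates were then assayed for phospho-KAP-1 by AlphaLISA (anti-pKAP1 donor, anti-KAP1 acceptor beads), 6 hr at 25C.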
# TSHR antagonist: antagonists of human thyroid stimulating hormone receptor; TSHR-expressing cells, TSH-stimulated cAMP HTRF, 2 h; active compounds read low; P16473; activity change, negative = inhibition, % at 11.5 µM; 330,000 compounds, 0.2% hits;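 active = activity change below a set negative limit, meaning inhibition stronger than a set level, cut at about -70% in these data; inconclusive = activity change between two set negative limits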; note: % is set by controls: 0 for no effect and ±100 for the full control effect
#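 Freshly harvested TSHR cells receive pin-tooled compound, then EC80 TSH at 4nM final. After 2 hours at 37 deg C, antibody in lysis buffer and cAMP-d2 are added; 30 minutes at ambient temperature precede the HTRF read.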
# Tb PFK inh: T. brucei PFK enzyme inhibition | O15648 | Potency, µM (series often up to 57.5 µM), for inactives: at the highest dose activity, negative = inhibition, hits mostly inhibitors | 330,000 compounds, 0.17% hits | T. brucei PFK, ADP-Glo luminescence;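 note: potency is the fitted concentration of half-maximal effect; 0% = uninhibited 1x PFK enzyme wells and -100% = no-enzyme wells; nearly all actives have a fitted effect of over 60% in size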
# Target sequence (O15648 whole entry, looked up): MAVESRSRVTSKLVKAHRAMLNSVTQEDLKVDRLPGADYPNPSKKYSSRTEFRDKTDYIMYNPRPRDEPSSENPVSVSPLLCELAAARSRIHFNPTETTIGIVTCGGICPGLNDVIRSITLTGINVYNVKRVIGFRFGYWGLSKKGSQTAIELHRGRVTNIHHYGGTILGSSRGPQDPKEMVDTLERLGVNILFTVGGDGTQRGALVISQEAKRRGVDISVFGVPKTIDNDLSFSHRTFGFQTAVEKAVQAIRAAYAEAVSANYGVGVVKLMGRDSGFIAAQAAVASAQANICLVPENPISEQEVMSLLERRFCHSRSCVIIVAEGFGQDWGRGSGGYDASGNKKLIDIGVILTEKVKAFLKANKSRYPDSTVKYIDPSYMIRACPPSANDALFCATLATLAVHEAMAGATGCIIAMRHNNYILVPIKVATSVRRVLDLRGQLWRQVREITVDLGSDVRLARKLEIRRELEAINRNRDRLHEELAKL
#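 PFK 1.25 nM, F6P 0.5 mM, ATP 0.1 mM, 0.1 M TEA pH 8.0, 5 mM MgCl2, 0.01% Tween20, 0.1% BSA; 45 min RT. ADP-Glo readout. qHTS titration up to 57 uM; curves fitted, compounds curve-classed.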
# TSG101-PTAP inh: blocks PTAP/TSG101 interaction to inhibit HIV-1 budding. Fluorescence polarization, FITC-PTAP peptide / Tsg101 binding. Potency, µM (highest dose often 115 µM), for the others: at the highest dose activity change, negative = inhibition, actives largely listed as inhibitors. 340,000 tested, under 10 active. AID 493005; active = well fitted inhibition curve with a large enough effect in the main read-out, with a control signal flat, not every such curve was filed as active; inconclusive = small, poorly fitted or top-dose-only effect, or effect the other way, or a change in a side signal; inactive = no such curve, though single readings can be large or run the other way; note: potency is the fitted concentration of half-maximal effect; % of control where 0% means no effect
#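 Fluorescence polarization binding of Tsg101 binding domain (10 uM final) to FITC-labeled PTAP peptide (50 nM final) in HEPES pH 7.5 buffer with NaCl, Tween 20, EDTA, TCEP. Compounds added before peptide; binding 20 min at RT.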
# Mito fusion yeast: inhibitors of mitochondrial division or activators of mitochondrial fusion. Potency, µM (highest dose often 46.1 µM), without a hit: at the highest dose growth rescue (activation), most hits filed as activators. AID 485298. S. cerevisiae fusion-defective mutant growth rescue, CellTiterGlo 48 h. 320,000 compounds, 0.23% hits;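 note: potency is the fitted concentration of half-maximal effect; % of control where 0% means no effect; nearly all actives have a fitted effect of over 45% in size; temperature-sensitive fusion mutants such as fzo1-1 at 37 °C on non-fermentable ethanol glycerol medium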
#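 Temperature-sensitive fusion-defective S. cerevisiae (e.g. fzo1-1, mgm1-5) were grown with compound in YPEG medium (3% ethanol, 3% glycerol) for 48 hours at 37C. Growth rescue was measured as viability by CellTiterGlo luminescence after 10 minutes at ambient.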
# BCR signal inh: blocks chronic active B-cell receptor signaling; ABC-DLBCL IkBa-CBG/CBR reporter, luminescence ratio, 4 h; Potency, µM (titrated, usually from 46.1 µM), inactives show top-dose ratio change, negative = lower green/red ratio, actives largely listed as inhibitors; 340,000 compounds, 0.05% hits; active = well fitted inhibition curve with a large enough effect in the signal ratio, with a control signal flat, not every such curve was filed as active; inconclusive = small, poorly fitted or top-dose-only effect, or effect the other way, or a change in a side signal; the % refers to the signal ratio;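 note: potency is the fitted concentration of half-maximal effect; plate controls were basal doxycycline-induced cells for no effect and cells given 10 µM MG132 for full effect; MG132 reads +100%, hits lower the ratio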
#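 Concentration-response series (up to 46 uM) were applied to TMD8 dual-reporter cells for 4 h at 37C with doxycycline. Green/red ratio, after filter-overlap correction, defined %Activity; red signal alone was normalised to basal cells and zero luminescence.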
# TCR act: T cell receptor activation; primary human leukocytes, anti-CD3, IL-2 HTRF, 48 h; 330,000 tested, under 10 active; Potency, µM (doses to about 9.22 µM), for the others: top-dose activation of IL-2 secretion, most hits filed as activators; note: % of control where 0% means no effect
#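 Compounds are tested in HTS on primary human leukocytes co-incubated with a-CD3 beads for 48 hr. IL-2 output is measured by time-resolved FRET.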
# Eya2 phos inh: inhibitors of human Eya2 phosphatase activity. Potency, µM (titrated, usually from 76.9 µM), without a hit: top-dose activity, negative = inhibition, most hits filed as inhibitors. recombinant Eya2, OMFP fluorescence dephosphorylation (OMFP is methylfluorescein phosphate). O00167. 330,000 compounds, 0.006% hits. AID 488837; note: potency is the fitted concentration of half-maximal effect; % is set by controls: 0 for no effect and ±100 for the full control effect
#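 Eya2 protein (added as 0.2 uM solution) was preincubated with compound for 10 min at ambient temperature in 50 mM HEPES pH 7.5, 50 mM NaCl, 5 uM MgCl2, 0.05% BSA, 1 mM DTT. OMFP (added at 50 uM) then reacted 10 min; fluorescence read at 485/525 nm.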
# a7 integrin act: integrin-mediated muscular dystrophy alleviation activation | alpha7betagal myoblasts, beta-gal FDG fluorescence, 48 h | Potency, µM (highest dose often 38.3 µM), inactives show at the top dose activation, usual class: activators | 350,000 compounds, 0.064% hits;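 note: potency is the fitted concentration of half-maximal effect; 100% = response of the positive control SU9516; nearly all actives have a fitted effect of over 60% in size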
#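 Alpha7betagal+/- myoblasts (passage 13) were plated 16-24 hr, then exposed to compounds (1:260 dilution of DMSO stock) for 48 hours at 37C. After MPER lysis, β-galactosidase reporter activity was read as FDG fluorescence (ex 480/em 540) after 30 minutes.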
# ELG1 repair inh: blocks ELG1-dependent DNA repair in HEK293T cells. HEK293T ELG1-luciferase reporter, luminescence, 16 h; DNA damage induced by 5-fluorouridine. Potency, µM (series often up to 46.1 µM), inactives show top-dose activity change, negative = inhibition, actives largely listed as inhibitors. 330,000 compounds, 2.3% hits. AID 504467; note: potency is the fitted concentration of half-maximal effect; % is set by controls: 0 for no effect and ±100 for the full control effect; nearly all actives have a fitted effect of over 55% in size
#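 Reporter activity after DNA damage by 5-fluorouridine is monitored. Compound-treated cells incubate 16 hr at 37 °C, then ONE-Glo is added for 30 min before luminescence reading.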
# Numbers without * were called inactive; ? = inconclusive; . = no result given; [ ] = another dose, or the depositor's remark. Unless noted, calls come from the whole dose curve; as a rule, active = well fitted curve in the direction sought with a large enough effect; inconclusive = small, poorly fitted or top-dose-only effect, or another doubt; inactive = no such curve, though single readings can be large; an effect the other way counts as inactive or inconclusive.
SMILES,ASM inhibitor,A-T KAP1 phos,TSHR antagonist,Tb PFK inh,TSG101-PTAP inh,Mito fusion yeast,BCR signal inh,TCR act,Eya2 phos inh,a7 integrin act,ELG1 repair inh
C/C(=N\Nc1nc(-c2cc(C)ccc2C)cs1)c1cc2ccccc2oc1=O,4%,-2%,-2,0%,3%,-1%,-15%,-26%[46.1 µM],3%,22%,7%
O=C1CCc2cc(S(=O)(=O)NC(Cc3ccccc3)C(=O)NC3CCCC3)ccc2N1 (stereo not given),0%,4%,-8,2%,-5%,-3%,9%,2%,15%,17%,1%
Cc1nnc(SCC(=O)NCc2ccco2)n1-c1ccc(F)cc1,4%,-2%,-2,5%,-6%,2%,-2%,-2%[46.1 µM],-11%,-17%,1%
Cc1ccc(S(=O)(=O)N(CCC(=O)N2CCOCC2)c2ccccc2)cc1,2%,-7%,-9,-1%,-4%,0%,-13%,-4%,1%,7%,-1%
Cc1cccc(CCN2C(Nc3ccccc3)=NC[C@@H]2C)c1,-1%,17%,6,-1%,-1%,-10%,6%,-2%,26%,-26%,14%
Cc1[nH]c(=O)[nH]c(=O)c1/C=N/NC(=O)[C@H](C)N,2%,2%,0,5%,1%,0%,2%,1%,?,18%,6%
CC1=C(C(=O)OCC2CCCO2)C(c2ccncc2)C2=C(CCCC2=O)N1 (stereo not given),.,7%,2,5%,-4%,0%,-4%,-2%,-4%,-2%,1%
COc1cc(OC)cc(C(=O)NC(C(=O)Nc2ccc3c(c2)OCO3)C(C)C)c1 (stereo not given),-4%,-4%,-3,-7%,-1%,2%,-6%,.,11%,28%,-18%
Cc1cc(C)n(-c2ccc(Cl)c(C(=O)Nc3ccc(-c4nnc5n4CCCCC5)cc3)n2)n1,-1%,-2%,-4,-3%,0%,-3%,-1%,-20%,-4%,-6%,?
Cc1ccccc1OCC(O)CN1CCN(c2ccccn2)CC1 (stereo not given),1%,3%,29,2%,-2%,2%,4%,3%,-9%,-16%,6%
O=C(Nc1ccc(Br)cc1Br)C1CC(=O)N(Cc2ccccc2)C1 (stereo not given),.,8%,0,3%,-1%,1%,1%,1%,-9%,21%,4%
Cc1ccsc1/C=N/N1CCN(c2ccccn2)CC1,2%,-8%,-8,0%,-8%,-4%,-1%,4%,15%,-4%,?
CCN(CC)S(=O)(=O)c1ccc(/C=C/C(=O)Nc2ccc(F)c(F)c2F)cc1,-6%,.,-23,1%,0%,0%,?,-2%[46.1 µM],-9%,-14%,?
CCOC(=O)C(=O)Nc1ccc([N+](=O)[O-])cc1OC,-1%,3%,-6,0%,-2%,0%,-1%,-1%[46.1 µM],1%,-6%,1%
CCN(C[C@H]1N[C@@](Cc2ccccc2)(C(=O)OC)[C@H]2C(=O)N(C)C(=O)[C@@H]12)S(=O)(=O)c1ccc(-c2ccccc2)cc1,25%,5%,-13,12%,-8%,.,-1%,1%,-19%,0%,?

# Copied from the list:
# Reading of `Cc1ccsc1/C=N/N1CCN(c2ccccn2)CC1` in TSG101-PTAP inh: -8%
# Reading of `C/C(=N\Nc1nc(-c2cc(C)ccc2C)cs1)c1cc2ccccc2oc1=O` in ELG1 repair inh: 7%
# Reading of `CCOC(=O)C(=O)Nc1ccc([N+](=O)[O-])cc1OC` in BCR signal inh: -1%
# Reading of `COc1cc(OC)cc(C(=O)NC(C(=O)Nc2ccc3c(c2)OCO3)C(C)C)c1` (stereo not given) in ELG1 repair inh: -18%
# Reading of `Cc1nnc(SCC(=O)NCc2ccco2)n1-c1ccc(F)cc1` in A-T KAP1 phos: -2%
# Reading of `O=C(Nc1ccc(Br)cc1Br)C1CC(=O)N(Cc2ccccc2)C1` (stereo not given) in A-T KAP1 phos: 8%

# Not a retest: an excerpt of the list.
SMILES,ASM inhibitor,A-T KAP1 phos,TSHR antagonist,Tb PFK inh,TSG101-PTAP inh,Mito fusion yeast,BCR signal inh,TCR act,Eya2 phos inh,a7 integrin act,ELG1 repair inh
C/C(=N\Nc1nc(-c2cc(C)ccc2C)cs1)c1cc2ccccc2oc1=O,4%,-2%,-2,0%,3%,-1%,-15%,-26%[46.1 µM],3%,22%,7%
O=C1CCc2cc(S(=O)(=O)NC(Cc3ccccc3)C(=O)NC3CCCC3)ccc2N1 (stereo not given),0%,4%,-8,2%,-5%,-3%,9%,2%,15%,17%,1%

# (more compounds)
SMILES,ASM inhibitor,A-T KAP1 phos,TSHR antagonist,Tb PFK inh,TSG101-PTAP inh,Mito fusion yeast,BCR signal inh,TCR act,Eya2 phos inh,a7 integrin act,ELG1 repair inh
Cc1cccc(CCNc2nc3ccc(C)cc3n3cnnc23)c1,-12%,-10%,-1,10%,-5%,9%,?,3%,12%,?,?
Cc1ccc(C(=O)NC(=S)NNC(=O)c2ccccc2O)cc1,1%,-14%,-13,2%,1%,-23%,?,12%,1%,0%,31%
Cn1c(SCc2cccc(Cl)c2)nc(C(F)(F)F)cc1=O,-17%,2%,-14,-5%,-4%,18%,0%,6%,1%,-3%[7.66 µM],18%
COc1ccc(/C=N/NC(N)=S)cc1,-1%,-12%,0,-2%,0%,-8%,?,-5%,-15%,34%,?
O=c1ncn(-c2ccc(F)cc2)c2ncccc12,0%,4%,-2,4%,-5%,0%,?,-1%,-7%,20%,15%
CSCc1ccc(C(=O)Nc2ccc(C(N)=O)cc2)cc1,-2%,0%,0,0%,-1%,1%,-2%,10%,-20%,-18%,?
CC(=O)Nc1ccc(S(=O)(=O)N2CCC(c3nnc(-c4ccc(C)cc4)o3)CC2)cc1,-2%,1%,-8,0%,-6%,-4%,-10%,-5%,7%,-12%,?
Cc1ccc2cc3cc(C(=O)N(CC(=O)NC4CCCC4)c4cccc(C)c4C)sc3nc2c1,-8%,3%,-9,5%,-8%,6%,9%,5%,-3%,10%,?
O=C(CN1C(=O)c2ccccc2C1=O)NC1CCC(O)CC1 (stereo not given),3%,2%,18,1%,-6%,-4%,?,3%,3%,-4%,5%
CCc1nn(CC(=O)NCCCN(Cc2ccccc2)C(C)C)c(=O)c2cc3sccc3n12,-1%,0%,6,1%,-4%,-1%,-5%,2%,-1%,-4%,4%
O=C(COC(=O)c1cc([N+](=O)[O-])ccc1N1CCOCC1)Nc1ccccc1OC(F)F,.,-3%,22,1%,-5%,-11%,?,1%,5%,-25%,?
CN(C)C(=O)N1CCC(C(=O)NCc2ccc3c(c2)OCO3)CC1,1%,5%,3,-3%,0%,1%,15%,0%,23%,-21%,0%
c1cncc(Nc2c3ccccc3nc3ccccc23)c1,30%,-3%,-11,2%,-1%,-3%,?,3%,-14%,-16%,-16%
CN(C)S(=O)(=O)c1cccc(NC(=O)COC(=O)c2cccnc2Cl)c1,-1%,3%,-6,-7%,1%,.,1%,4%,2%,3%,4%
O=C(Cc1cccs1)N1CCC(c2nc3c(nnn3Cc3ccccc3)c(=O)[nH]2)CC1,-8%,.,-25,-15%,-9%,0%,-1%,.,-8%,21%[7.66 µM],-19%
CC1(C)OC(=O)C(=CNCC(=O)NCC(=O)O)C(=O)O1,4%,-6%,-1,5%,1%,-5%,?,-2%,17%,9%,0%
C/C=C1\NC(=O)[C@H](C)NC(=O)[C@@H](NC(=O)[C@@H](Cc2ccc(O)cc2)NC(=O)[C@@H](NC(=O)/C(C)=C/C)C(C)C)[C@@H](C)OC(=O)[C@H](CCCCc2ccc(O)cc2)NC(=O)[C@@H](CCC(=O)O)NC1=O,2%,6%,3,-3%,0%,.,3%,3%,5%,-9%,-2%
O=S(=O)(c1ccc(F)cc1)N1CCN(c2ncccn2)CC1,-1%,1%,-6,-5%,-6%,-6%,0%,-2%,-2%,-14%,-14%
NC(=O)CSc1nnc(-c2cnccn2)n1-c1ccccc1,5%,0%,-6,-8%,0%,7%,?,-11%,-6%,-10%,-1%
